Assay outcomes deposited in PubChem by Sanford-Burnham Center for Chemical Genomics.
ATG4B inhibitor – inhibitors of human ATG4B cysteine protease. Q9Y4P1. ATG4B cleavage of LC3-PLA2, NBD-HPC fluorescence, 1 h. inhibition, % at 8.33 µM. actives 0.51% (n = 340,000). AID 504462; in the data active = inhibition above about 40%
Target sequence (Q9Y4P1 whole entry, looked up): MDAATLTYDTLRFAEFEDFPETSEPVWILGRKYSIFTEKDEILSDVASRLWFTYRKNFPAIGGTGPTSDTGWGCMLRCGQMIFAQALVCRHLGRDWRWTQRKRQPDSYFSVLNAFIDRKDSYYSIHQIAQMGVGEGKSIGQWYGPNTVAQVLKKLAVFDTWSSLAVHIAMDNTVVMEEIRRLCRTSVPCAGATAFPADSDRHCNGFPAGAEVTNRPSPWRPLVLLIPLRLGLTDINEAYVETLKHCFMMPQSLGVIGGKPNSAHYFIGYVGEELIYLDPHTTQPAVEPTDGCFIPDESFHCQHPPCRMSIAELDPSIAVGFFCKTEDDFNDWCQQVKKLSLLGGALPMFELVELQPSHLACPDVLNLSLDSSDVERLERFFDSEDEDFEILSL
mIAP act – increases mouse intestinal alkaline phosphatase activity | muIAP, CDP-Star luminescence, 30 min; active compounds read high; 1 = vehicle-only enzyme signal, 0 = enzyme-free wells | activation factor at 10 µM | actives 0.24% (n = 330,000) | AID 2805;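 active = activation factor of at least 2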; also: the source names both 10 and 20 µM as test concentration; values of inactives mirror those of a sister screen read the other way
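Assay system: mouse IAP enzyme; Reagent: CDP-Star chemiluminescent phosphatase substrate; Compound: DMSO-dissolved test compounds; Incubation: 30 min, room temperature; Technique: luminescence from enzymatic CDP-Star hydrolysis; Controls: DMSO-only wells and no-enzyme negative control.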
hIAP block – human IAP inhibition; actives 0.12% (n = 330,000); purified IAP, CDP-Star luminescence, 30 min; P09923; inhibition, % at 10 µM;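 active = inhibition reaching a set limit with compound at 10 µM in the primary screen, cut at about 35% in these data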;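 also: plate controls were DMSO wells with enzyme for no effect and no-enzyme buffer wells for full effect; values of inactives mirror those of a sister screen read the other way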
Target sequence (P09923 whole entry, looked up): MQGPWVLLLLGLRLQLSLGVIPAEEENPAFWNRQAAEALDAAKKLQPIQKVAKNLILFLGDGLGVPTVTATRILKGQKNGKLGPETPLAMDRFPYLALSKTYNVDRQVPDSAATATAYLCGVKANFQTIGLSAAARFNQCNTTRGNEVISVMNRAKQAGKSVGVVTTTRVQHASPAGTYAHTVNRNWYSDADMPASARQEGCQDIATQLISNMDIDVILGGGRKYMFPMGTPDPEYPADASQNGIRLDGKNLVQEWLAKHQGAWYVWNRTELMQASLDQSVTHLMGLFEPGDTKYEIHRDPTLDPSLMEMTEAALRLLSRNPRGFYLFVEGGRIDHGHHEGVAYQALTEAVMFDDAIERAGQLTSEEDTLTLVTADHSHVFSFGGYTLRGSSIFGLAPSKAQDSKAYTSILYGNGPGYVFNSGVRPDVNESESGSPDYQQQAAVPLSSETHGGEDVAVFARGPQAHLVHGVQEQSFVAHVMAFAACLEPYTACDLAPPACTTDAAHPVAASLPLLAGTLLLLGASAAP
hIAP act – increases human intestinal alkaline phosphatase activity. purified human IAP, CDP-Star luminescence, 30 min; active compounds read high; 1 = vehicle-only enzyme, 0 = enzyme-free background. activation factor at 10 µM. actives 0.16% (n = 330,000). AID 2524;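 active = activation factor of the enzyme at least 2-fold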; also: the source names both 10 and 20 µM as test concentration; values of inactives mirror those of a sister screen read the other way
Apaf1 inhib – human Apaf-1 inhibition | reconstituted apoptosome caspase-3 activity, DEVD-Rh110 fluorescence | actives 0.71% (n = 330,000) | O14727 | inhibition, % at 20 µM; active = inhibition of at least 40% at 20 µM;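 also: plate controls were DMSO wells for no effect and DEVD-CHO caspase inhibitor wells for full effect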
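Material: reconstituted apoptosome with Apaf-1, cytochrome c, caspase-9, procaspase-3, dATP; medium: pH 7.5 Hepes buffer with CHAPS, BSA, DTT; also added: cytochrome c and DEVD-Rh110 substrate; timing: 30 min plus 50 min, RT; signal: Rh110 fluorescence intensity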
TIM10 inh – growth inhibitors of TIM10 yeast strain | S. cerevisiae TIM10 strain growth, BacTiter-Glo luminescence, 24 h | inhibition, % at 10 µM | actives 1.4% (n = 330,000);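 active = inhibition of 40% or more at the single tested concentration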;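 also: wild-type TIM10 isogenic control strain grown at permissive 25 °C; 0% = DMSO yeast wells and 100% = minimal medium wells without yeast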
tim10-1 inh – inhibits growth of tim10-1 mutant yeast | S. cerevisiae tim10-1 ts strain growth, BacTiter-Glo, 24 h | actives 2.2% (n = 330,000) | inhibition, % at 20 µM;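 active = inhibition of at least 40%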;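 also: mutant grown at 25 °C; 0% = DMSO wells with yeast and 100% = wells holding no yeast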
NALP3 yeast inh – blocks the NALP3 inflammasome reconstituted in yeast; Yeast reconstituted NLRP3/ASC/caspase-1, beta-gal luminescence, 24 h; inhibition, % at 10 µM; actives 0.39% (n = 330,000);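 active = inhibition of 50% or more; inactive = inhibition below 50%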;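 also: plate controls were induced DMSO wells for no effect and uninduced yeast grown without galactose for full effect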
mIAP inh – blocks mouse intestinal alkaline phosphatase; inhibition, % at 10 µM; AID 2806; purified mouse IAP, CDP-Star luminescence, 30 min; actives 0.2% (n = 330,000);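 active = inhibition of at least 40% at 10 µM in the primary screen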;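 also: plate controls were DMSO with enzyme for no effect and no enzyme wells for full effect; values of inactives mirror those of a sister screen read the other way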
Numbers without * were called inactive; . = not tested or not shown. An unsorted share of the library. About 4.5% of those tested had a hit in this group.

SMILES	ATG4B inhibitor	mIAP act	hIAP block	hIAP act	Apaf1 inhib	TIM10 inh	tim10-1 inh	NALP3 yeast inh	mIAP inh
Cc1cccc(N2CC(C(=O)Nc3ccc4c(c3)OCCO4)CC2=O)c1C (centres undefined)	0.7	0.951	5.2	0.948	6.5	-4.3	0.6	17.7	4.9
CCOC(=O)C1CCCN(C/C=C/c2ccccc2[N+](=O)[O-])C1 (centres undefined)	0.8	0.989	-2.5	1.02	-5.0	1.5	8.9	15.0	1.1
COC(=O)NNS(=O)(=O)c1ccc(C)cc1	2.4	1.1	-18.8	1.19	12.9	-8.1	12.7	-17.4	-10.3
COc1ccc(Cl)cc1N=Cc1c(O)c2ccccc2oc1=O	-5.0	1.08	-0.3	1	-0.1	-4.1	-6.7	1.5	-8.1
N#Cc1cn(Cc2ccccc2)c(=O)[nH]c1=O	2.1	1.1	7.4	0.926	10.5	-7.6	12.1	2.0	-10.5
COCCn1c(COc2ccc(OC)cc2)nc2ccccc21	-2.3	0.974	-16.7	1.17	1.7	-14.3	1.4	36.1	2.6
COCCn1cc(C(=O)N2CCCC(C)C2)c2c3ccccc3n(C)c2c1=O (centres undefined)	1.4	0.943	5.9	0.941	4.3	13.7	28.0	-7.9	5.7
Brc1ccccc1-n1nnc(-c2cccnc2)n1	5.2	0.959	-6.2	1.06	10.6	13.7	18.2	11.8	4.1
O=C(Nc1ccc(N2CCN(C(=O)c3ccco3)CC2)c(Cl)c1)c1cccnc1	9.9	1.11	-14.8	1.15	-12.6	2.6	9.6	20.6	-10.6
O=C(Nc1cccc(O)c1)c1ccc2c(c1)C(=O)N(Cc1ccco1)C2=O	-12.8	1	-15.1	1.15	5.3	10.5	-0.5	5.4	0.0
O=C(O)CCCNC(=O)Nc1ccccc1	-4.2	1.02	-4.3	1.04	-5.4	-15.0	-21.8	-11.7	-2.1
COC(=O)/C=C1/C(=O)N/C(=N\c2nc(C)cc(C)n2)N1c1ccc(OC)cc1	-8.5	0.945	16.4	0.836	-10.5	6.8	9.3	-10.2	5.5
CC(/C=N\NC(=O)Cn1c(C)nc2ccccc21)=C\c1ccccc1	5.1	0.934	17.6	0.824	20.7	3.0	6.4	-5.0	6.6
O=C(COC(=O)c1ccco1)Nc1ccc(N2CCOCC2)cc1	1.8	1.07	-12.8	1.13	0.1	0.0	9.9	-1.9	-7.0
COc1nc(N=C(N)N)nc2ccc(C)cc12	.	0.978	9.0	0.91	-8.4	10.4	3.3	1.0	2.2
O=C1CCCN=C(Nc2ccc(F)c(Cl)c2)S1	18.8	0.975	8.5	0.915	6.9	8.3	12.9	16.4	2.5
O=C(CN1C(=O)c2ccccc2C1=O)Nc1ccc(S(=O)(=O)NCC2CCCO2)cc1 (centres undefined)	-2.4	0.885	3.5	0.965	-2.1	14.1	19.7	11.1	11.5
CCc1c(C(=O)N/N=C/c2ccco2)nnn1-c1nonc1N	5.3	1.05	-7.6	1.08	-1.1	-3.6	-18.6	10.2	-5.0
O=C(Nc1nccs1)C1CCN(S(=O)(=O)c2c(Cl)cccc2Cl)CC1	-4.9	0.971	-1.5	1.01	0.9	18.8	18.7	9.7	2.9
O=c1cc(-c2ccccc2[N+](=O)[O-])oc2ccccc12	-3.4	0.932	6.2	0.938	-11.3	-0.4	27.0	34.7	6.8
Cc1ccc(-c2[nH]c3ccccc3c2SCCNC(=O)c2ccc(S(=O)(=O)N3CCOCC3)cc2)cc1	1.2	1.05	7.8	0.922	5.4	0.0	8.6	-1.5	-5.3
O=C(NN1C(=O)NC2(CCCCC2)C1=O)c1cccs1	-1.2	0.939	0.0	1	-4.8	4.2	-9.8	10.3	6.1
C=CCNC(=O)NC(=O)c1csc([N+](=O)[O-])c1	-6.3	0.954	15.0	0.85	-15.0	5.6	-2.6	11.5	4.6
Cc1cc(Br)cc(C)c1NC(=O)c1ccc(C#N)cc1F	3.2	0.919	4.6	0.954	-13.7	0.2	11.7	11.1	8.1
Cc1nn(C)cc1CN(C)C(=O)CCc1nnc(CCC2CCCCC2)o1	-7.1	0.964	-8.3	1.08	-6.9	18.7	5.8	4.4	3.6
COc1cc(Nc2ccccn2)cc(C(=O)Nc2cccc(C(F)(F)F)c2)c1	-1.1	1.05	8.9	0.911	16.5	29.1	49.3*	26.5	-5.2
COc1ccccc1NC(=O)Nc1nc(CC(=O)N2CCN(c3ccccc3OC)CC2)cs1	-12.6	0.992	2.6	0.974	22.7	5.3	9.5	9.5	0.8
Cc1cc(C)c(C(=O)COC(=O)Cn2cnnn2)cc1C	3.1	0.955	21.4	0.786	0.5	-2.0	15.2	-8.0	4.5
COc1ccccc1NC(=O)Nc1ccc(C)cn1	-3.3	1.09	3.8	0.962	8.0	-15.7	0.2	61.1*	-9.5
COc1ccc(NC(=O)c2cccc(Cn3cc(Br)c([N+](=O)[O-])n3)c2)c(C)c1	-11.8	0.917	-3.7	1.04	-8.8	5.0	5.9	4.3	8.3

Some of the entries so far, in CSV form.
SMILES,ATG4B inhibitor,mIAP act,hIAP block,hIAP act,Apaf1 inhib,TIM10 inh,tim10-1 inh,NALP3 yeast inh,mIAP inh
COc1cc(Nc2ccccn2)cc(C(=O)Nc2cccc(C(F)(F)F)c2)c1,-1.1,1.05,8.9,0.911,16.5,29.1,49.3*,26.5,-5.2
COc1ccccc1NC(=O)Nc1nc(CC(=O)N2CCN(c3ccccc3OC)CC2)cs1,-12.6,0.992,2.6,0.974,22.7,5.3,9.5,9.5,0.8
Cc1cc(C)c(C(=O)COC(=O)Cn2cnnn2)cc1C,3.1,0.955,21.4,0.786,0.5,-2.0,15.2,-8.0,4.5
COc1ccccc1NC(=O)Nc1ccc(C)cn1,-3.3,1.09,3.8,0.962,8.0,-15.7,0.2,61.1*,-9.5
COc1ccc(NC(=O)c2cccc(Cn3cc(Br)c([N+](=O)[O-])n3)c2)c(C)c1,-11.8,0.917,-3.7,1.04,-8.8,5.0,5.9,4.3,8.3

Later entries.
SMILES	ATG4B inhibitor	mIAP act	hIAP block	hIAP act	Apaf1 inhib	TIM10 inh	tim10-1 inh	NALP3 yeast inh	mIAP inh
COc1ccc(OCC(=O)Nc2nnc(-c3ccco3)s2)cc1	0.5	0.764	3.9	0.961	9.1	0.6	-11.0	-0.7	23.6
CC1Cc2ccccc2N1C(=O)CSc1nnc2sc3ccccc3n12 (centres undefined)	-9.6	1.08	-6.1	1.06	7.9	30.0	33.9	-1.6	-8.0
CCn1c(SCC(=O)NC2CCCC2)nnc1-c1c[nH]c2ccccc12	-6.5	1	9.1	0.909	-0.8	-8.8	-8.9	7.5	-0.3
COc1cc(OC)c(C2=NOC(C(=O)N3CCN(C(=O)c4ccco4)CC3)C2)cc1Cl (centres undefined)	-12.1	1.05	-3.8	1.04	-18.6	6.0	0.1	18.8	-5.4
CC(C)c1ccc(NC(=O)COC(=O)C2=COCCO2)cc1	0.4	1.05	-4.1	1.04	-2.0	3.8	15.1	2.7	-5.0
COc1ccc(C2N(c3ccccc3)C(=S)N3CCCN23)cc1 (centres undefined)	9.3	0.978	14.6	0.854	-10.1	22.0	21.2	20.6	2.2
Cc1cccc(NC(=O)CN2C(=O)/C(=C3\SC(=S)N(CC4CCCO4)C3=O)c3ccccc32)c1 (centres undefined)	1.1	0.928	11.4	0.886	9.7	4.4	21.7	6.7	7.2
CCOC(=O)C1CCCN(CCC(=O)Nc2cc(OC)ccc2OC)C1 (centres undefined)	-2.1	1.04	5.0	0.95	-6.4	5.4	-8.1	9.3	-4.0
COC(=O)C(NC(=O)CN1C(=O)c2ccccc2C1=O)c1ccc(O)c(OC)c1 (centres undefined)	-7.8	1.03	15.9	0.841	0.5	-8.4	-1.9	17.0	-2.9
Cc1ccc(NC(=O)N(CCCN2CCOCC2)Cc2cccs2)cc1C	-1.2	1.06	34.0	0.66	2.5	-5.3	4.0	4.4	-6.2
COc1ccc(-c2nnc(SCC(=O)Nc3ccc(Cl)cc3)n2C)cc1	-5.7	1.06	4.8	0.952	-3.2	8.2	-3.2	8.5	-6.4
O=C1Nc2ccccc2C1Cc1ccccn1 (centres undefined)	-7.6	1.02	16.8	0.832	-19.1	14.7	-0.1	5.2	-2.2
CCOc1ccc(NC(=O)c2ccccc2NS(=O)(=O)c2ccc(F)cc2)c([N+](=O)[O-])c1	11.7	0.998	9.9	0.901	22.7	-18.7	10.7	13.3	0.2
CCS(=O)(=O)N1N=C(c2cccc(NS(C)(=O)=O)c2)CC1c1ccccc1 (centres undefined)	-4.6	1.09	-14.0	1.14	7.6	14.2	8.7	12.7	-9.5
O=C(CSc1ccc(-c2ccccc2)nn1)Nc1ccc2c(c1)OCCO2	-6.3	0.992	-9.3	1.09	-1.7	55.5*	36.2	24.4	0.8
CCOC(=O)c1sc(Nc2nc(OC)cc(OC)n2)nc1C	-11.3	1.03	-35.7	1.36	11.6	5.1	32.6	29.1	-3.4
COc1cc(OC)c2c(-c3cccc(/C=C/c4ccc(F)cc4)c3)cc(=O)oc2c1	-0.8	0.926	.	.	16.9	-1.4	6.6	.	7.4
CCOc1ccc(S(=O)(=O)Nc2ccccc2C(=O)Nc2ccccc2N2CCOCC2)cc1	4.1	1.05	-8.8	1.09	10.9	14.8	30.2	-12.4	-5.5
CCc1nnc(NC(=O)CSc2nnnn2-c2cccc(C(=O)OC)c2)s1	-8.1	1.01	-39.8	1.4	3.4	-10.9	10.4	1.6	-1.4
CCc1ccc(NC(=O)CSc2nnc(SCC(=O)Nc3ccc(CC)cc3)n2N)cc1	-3.8	1.1	-0.2	1	-7.3	-20.7	-15.1	-8.9	-10.1
O=C(NCCCN1CCOCC1)C(=O)N/N=C/c1ccc2c(c1)OCO2	7.1	0.974	-7.4	1.07	2.5	-2.1	5.5	10.5	2.6
Cc1cccc(NC(=O)CN2CCN(CC(=O)Nc3cccc(C)c3)CC2)c1	-10.7	1.04	12.1	0.879	3.4	-3.0	-6.8	10.2	-3.9
CC1CCN(CCOc2ccc(OCc3ccccc3)cc2)CC1	4.6	0.887	-4.7	1.05	0.5	0.3	-47.3	34.8	11.3
Cc1oc(-c2cc(F)ccc2F)nc1CN1CCN(c2cnccn2)CC1	10.3	0.997	-1.6	1.02	-4.1	1.7	21.2	20.4	0.3
COc1cc(NC(=O)C/C(C)=N/NC(=O)c2ccccn2)c(OC)cc1Cl	-0.4	0.94	-39.8	1.4	11.1	3.5	29.5	0.3	6.0
CC(=O)Nc1ccc(C(=O)CSc2nc3ccccc3n2CC(=O)N2CCCC2)cc1	-10.2	1.08	8.7	0.913	6.6	4.6	10.4	2.8	-7.7
COc1cccc(CNC(=O)c2ccc(C3SCCS3)cc2)c1	2.1	1.03	-8.9	1.09	4.1	-1.3	16.1	29.7	-2.8
CCSC(=O)N(CC)CC(=O)Nc1c(CC)cccc1CC	-3.7	1.05	-8.4	1.08	4.4	-10.7	13.2	-18.1	-5.4
Cc1ccc(/C=N/NC(=O)CSc2nc3ccccc3c(=O)n2-c2ccccc2)s1	6.5	0.904	-24.6	1.25	16.3	6.2	-4.5	12.7	9.6
